NR2E3 ag-1 = NR2E3 (human) agonism. 320,000 compounds, 0.12% hits. AID 2300. Q9Y5X4. inhibition of corepressor binding, % at 4.78 µM. GST-NR2E3/biotin-RetCOR TR-FRET, 1536-well;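 active = percent inhibition above the cutoff of mean plus 3 SD of all tested compounds, set per screening campaign, cut at about 20% in these data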;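 also: 0% = DMSO wells and 100% = biotin wells as full block of FRET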
Target sequence (Q9Y5X4 whole entry, looked up): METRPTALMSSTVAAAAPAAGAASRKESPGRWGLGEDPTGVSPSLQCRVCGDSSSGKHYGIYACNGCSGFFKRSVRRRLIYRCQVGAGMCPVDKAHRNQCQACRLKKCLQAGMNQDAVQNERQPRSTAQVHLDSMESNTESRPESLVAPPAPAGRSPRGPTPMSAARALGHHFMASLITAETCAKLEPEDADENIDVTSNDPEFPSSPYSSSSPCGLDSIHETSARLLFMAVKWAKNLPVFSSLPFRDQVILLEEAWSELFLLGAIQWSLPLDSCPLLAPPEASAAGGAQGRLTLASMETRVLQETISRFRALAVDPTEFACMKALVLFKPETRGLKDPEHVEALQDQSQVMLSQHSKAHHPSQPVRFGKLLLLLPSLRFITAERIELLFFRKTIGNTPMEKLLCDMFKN
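Material: NR2E3–RetCOR corepressor complex / Amount: 1.35 nM GST-NR2E3 / Medium: Tris pH 7.5 / Compound: single nominal compound dose of 4.8 µM / Incubation: 5 h at 4 °C / Technique: TR-FRET, Eu(K)-anti-GST donor, streptavidin-D2 acceptor, ex 340, em 617/671 nm / Read-out basis: percent loss of FRET ratio relative to control wells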
HIF-2a block = blocks HIF-2a reporter activity. 786-0 RCC cells HIF-2a reporter, luciferase luminescence, overnight. inhibition, % at 18.8 µM. 360,000 compounds, 0.72% hits;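 active = inhibition of the luminescence signal of 40% or more relative to plate controls, in a single-dose primary screen at 18.75 µM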
iPSC survival up = enhancers of human iPSC single-cell survival; hiPSC single-cell survival, ATPlite luminescence; 100% = ROCK inhibitor wells, 0% = DMSO; survival enhancement, % at 20 µM; 360,000 compounds, 0.044% hits; in the data active = survival enhancement above about 18%;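 also: cells exposed to compounds for 16 hours before the ATP read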
EBV LMP1 NFkB = Epstein-Barr LMP1 NF-kappaB reporter inhibition | 350,000 compounds, 0.69% hits | AID 504558 | inhibition, % at 12.5 µM | LMP1-induced NF-kappaB luciferase reporter cells, luminescence; in the data active = inhibition above about 41%;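 also: 0% = neutral control wells and 100% = reference inhibitor control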
TRPM1 prom inh = reduces MITF-dependent TRPM1 promoter luciferase signal; AID 488899; inhibition, % at 12.5 µM; SK-MEL-5 TRPM1 promoter luciferase, 24 h; 330,000 compounds, 0.83% hits;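 active = mean inhibition across replicates of 60% or more, whatever share of single replicates reaches that level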; also: values of inactives mirror those of a sister screen read the other way
Peg3 promoter = Peg3 promoter activity inhibition | HeLa PEG-Prom luciferase reporter, luminescence, overnight | inhibition, % at 20 µM | 360,000 compounds, 1.7% hits | AID 588405;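 active = inhibition of at least 50% at 20 µM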
CF NFkB block = inhibitors of cystic fibrosis induced NF-kB | AID 588850 | 360,000 compounds, 0.86% hits | KKLEB NF-kB-GFP reporter, PAF-induced, GFP fluorescence overnight | inhibition, % at 5 µM;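 active = at least 50% inhibition at 5 µM, scaled per plate between neutral and stimulator controls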;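 also: PAF is a Pseudomonas aeruginosa culture filtrate used as stimulus; plate controls were PAF-stimulated DMSO wells for no effect and unstimulated DMSO wells for full effect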
NR2E3 ag-2 = activates human NR2E3 receptor; CHO-S Gal4-NCOR/VP16-NR2E3 two-hybrid, luciferase; inhibition of corepressor binding, % at 3.98 µM; 360,000 compounds, 0.35% hits; AID 602229;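 active = inhibition above the mean of all tested compounds plus 3 SD, cut at about 70% in these data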;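 also: 0% = DMSO with NR2E3 transfected cells and 100% = cells lacking NR2E3 construct; higher means lower luciferase signal from less NR2E3 corepressor binding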
C8 TRAIL sens = caspase-8 TRAIL sensitization. NB7+C8 cells + TRAIL, ATPlite viability luminescence. inhibition (viability loss, TRAIL sensitization), % at 10 µM. 360,000 compounds, 1% hits. AID 624354;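 active = compounds causing at least 50% loss of cell viability in the single-dose screen, relative to plate controls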
Shn3 inh set2 = inhibitors of Schnurri-3 3'UTR reporter in osteoblasts; Clone20 osteoblast Shn3 3'UTR firefly luciferase, 24 h; inhibition, % at 12.5 µM; 360,000 compounds, 0.52% hits; AID 588674;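 active = mean inhibition of at least 75% with every replicate also reaching 75%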;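 also: 0% = median of neutral control wells and 100% = pilot-screen positive control compound; some compounds past the cut are filed as inactive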
KKLEB cytotox = reduces viability of KKLEB cystic fibrosis airway cells. 360,000 compounds, 0.36% hits. KKLEB CF airway cells viability, ATPlite luminescence, overnight; stronger effect = lower value; cells stimulated with P. aeruginosa culture filtrate. activity change (cytotoxicity), % at 5 µM;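 active = corrected activity change at or below -50% at 5 µM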
Numbers without * were called inactive; . = not tested or not shown. These rows are one share of the data (hit frequency here may not be typical).

Value order – NR2E3 ag-1	CF NFkB block	Peg3 promoter	C8 TRAIL sens	TRPM1 prom inh	KKLEB cytotox	Shn3 inh set2	iPSC survival up	NR2E3 ag-2	HIF-2a block	EBV LMP1 NFkB
> Cc1cc(C)c(S(=O)(=O)N2CCN(S(=O)(=O)N3CCCCCC3)CC2)c(C)c1
  -2	16	7	-1	6	5	18	-0.5	-11	23	-11
> O=C(NO)C1CC2C=CC1C2 (configuration not stated)
  3	4	-8	-9	-7	-1	-3	-0.8	-13	-4	4
> CN(C)S(=O)(=O)c1ccc(C(=O)OCC(=O)NCc2ccco2)cc1
  0	-2	16	-5	8	16	4	-1.2	27	12	-5
> Clc1ccc(-c2ccccc2)nn1
  1	8	-33	-4	.	8	-11	-0.2	-6	-23	.
> Cc1ccccc1NC(=O)C1CC(=O)N(Cc2ccccc2)C1 (configuration not stated)
  2	-2	-4	-9	8	18	-4	0.2	-13	9	-3
> CCOC(=O)c1cc2c(=O)n3ccccc3nc2n(Cc2ccco2)c1=NC(=O)c1ccc(OC)cc1
  -3	-44	12	-8	3	2	1	0.3	-8	2	14
> COC(=O)[C@]1(Cc2ccccc2)N[C@H](CN(C)C(=O)c2ccccc2)[C@@H]2C(=O)N(C)C(=O)[C@@H]21
  .	-6	2	-2	-4	12	2	1.8	6	3	-3
> CC(OC(=O)CCc1ccccc1)C(=O)Nc1ncc(Cl)cc1Cl (configuration not stated)
  1	14	10	-14	0	6	-3	-0.3	-27	22	-12
> CC(=O)c1ccc(NS(=O)(=O)c2ccc(CC(C)C)cc2)cc1
  -1	-19	-4	-4	5	-6	10	-4.4	64	-4	8
> N#CC(c1ccc(Cl)cc1)c1nc2ccccc2nc1C(F)(F)F (configuration not stated)
  -1	16	22	-15	-8	1	-2	-3.0	-11	12	-12
> Cc1ccc(N2C(=O)N(CC(=O)Nc3cccc(C)c3C)C(=O)C2C)cc1 (configuration not stated)
  -3	5	-38	7	-10	-5	6	-0.6	-18	-75	6
> COc1ccc(C2(c3ccc(OC)cc3)NC(=O)N(CC(=O)Nc3ccccc3)C2=O)cc1
  3	-6	0	9	34	9	-3	-0.2	-32	18	-4
> CCC(=O)N1CCN(C(C)=O)C1c1ccccc1 (configuration not stated)
  4	9	16	-6	7	1	3	-1.4	11	6	-4
> COc1ccccc1-c1cnc(C(O)c2cccc(CN3CCCCC3)c2)[nH]1 (configuration not stated)
  .	-17	-17	-5	.	16	6	1.0	-28	-9	.
> COc1cccc(NC(=O)CSc2nnc3ccc(-c4ccccn4)nn23)c1
  .	12	-3	0	0	-11	-2	0.1	-8	15	-2
> CCc1nnc(NC(=O)C2CCCCN2S(=O)(=O)c2ccccc2)s1 (configuration not stated)
  0	-18	4	13	16	-2	-8	-0.2	-41	17	-3
> O=C(CSc1oc(-c2ccco2)nc1S(=O)(=O)c1ccc(Cl)cc1)NCC1CCCO1 (configuration not stated)
  -1	-6	3	14	4	6	-4	-0.1	-7	4	-6
> COCCOC(=O)C1=C(N)OC2=C(C(=O)CC(C)(C)C2)C1c1cccnc1 (configuration not stated)
  3	-6	3	3	-2	-4	-9	6.9	-4	6	-4
> CCOC(=O)c1c(C)n(C)c2ccc(OCC(O)CN3CCN(C)CC3)cc12 (configuration not stated)
  5	6	-4	-7	-12	-14	0	0.4	3	-5	-14
> COCCN(CC(=O)Nc1cccc(C)c1C)C(=O)c1cc2c(s1)CCC2
  -3	11	17	-2	.	3	3	0.5	-6	0	1

More results follow.
Value order – NR2E3 ag-1	CF NFkB block	Peg3 promoter	C8 TRAIL sens	TRPM1 prom inh	KKLEB cytotox	Shn3 inh set2	iPSC survival up	NR2E3 ag-2	HIF-2a block	EBV LMP1 NFkB
> COc1cccc(C(C(=O)NC2CCCC2)N(C(=O)c2ccco2)c2ccccc2F)c1OC (configuration not stated)
  2	-14	0	-3	2	-6	29	-0.6	-7	8	3
> CCOc1ncccc1C(=O)NCc1ccc(OC)cc1
  2	15	13	6	-5	-19	16	-1.5	-23	2	-6
> CCC(C)N(C(=O)c1csnn1)C(C(=O)NCc1ccc(F)cc1)c1ccco1 (configuration not stated)
  0	-2	9	9	-2	1	5	0.3	0	19	4
> O=c1c2ccccc2nc2c3ccccc3c(NCc3ccco3)nn12
  -1	-55	-51	7	-17	10	-28	-1.2	-3	-75	4
> CCOC(=O)C1=C(N)N(c2cc(S(=O)(=O)N3CCOCC3)ccc2Cl)C(=O)C1
  6	22	3	-8	6	-7	-4	2.5	-4	4	9
> CC1CCCC(NC(=O)CN(C)CC(=O)Nc2ccc(F)cc2)C1C (configuration not stated)
  -1	12	-1	-12	10	3	-1	-1.7	-10	9	-7
> CCOC(=O)c1ccccc1NC(=O)c1n[nH]c(=O)c2ccccc12
  4	-20	-4	4	12	8	-6	0.0	0	6	-18
> COc1ccccc1NC(=S)NCc1ccco1
  4	4	-17	-8	9	-3	0	1.8	-30	-18	-8
> O=C1CCCN1CCCNS(=O)(=O)c1ccc(Br)s1
  2	3	5	8	4	-2	-6	0.4	-15	-1	-8
> CN(C)C(=O)c1cccn(Cc2cccc(C(F)(F)F)c2)c1=O
  2	0	5	3	-3	-6	-14	-1.5	-12	18	-2
> Cc1[nH]c2ccccc2c1-c1nc(N)sc1C
  2	-19	-15	2	7	7	18	-0.2	-11	23	-24
> Cn1ncc([N+](=O)[O-])c1C(=O)Nc1ccc2c(c1)OCCO2
  2	-4	-33	-5	6	-2	15	0.4	18	29	11
> CC(C)Oc1ccc(C(=O)NC2CCSc3ccccc32)cc1 (configuration not stated)
  2	16	-19	-17	-10	10	-17	0.3	-23	-44	0
> CCOC(=O)C1=C(CC)OC(N)=C(C#N)C1c1cccs1 (configuration not stated)
  -1	10	4	-3	10	-13	-3	-1.2	11	-6	0
> O=C(C[n+]1ccc(/C=N/O)cc1)NC1CCCCC1
  3	-12	2	-3	20	-6	16	-0.6	15	12	-3
> COc1ccc(/C=C2\CCCC3C2=NN(C(=O)CSc2n[nH]c(N)n2)C3c2ccc(OC)cc2)cc1 (configuration not stated)
  0	2	15	-14	-1	-11	8	-0.4	-13	20	1
> O=c1c(Cl)c(Cl)cnn1Cc1nnc(-c2ccc(Cl)cc2)o1
  .	80*	107*	-2	87*	-82*	65	13	20	94*	-82
> CC12CCC(C(=O)Nc3ccc(Cl)cc3)([C@H](Br)C1=O)C2(C)C (some centres not stated)
  2	-3	6	10	.	-9	-8	-0.5	-42	17	.
> CCN(c1ccccc1)S(=O)(=O)c1ccc(C(=O)Nc2ccccc2OC)cc1
  .	12	12	13	7	-9	-22	-2.9	-8	12	0
> CN(C)S(=O)(=O)c1cccc(NC(=S)NCCCn2ccnc2)c1
  2	-7	19	1	-1	13	-11	0.0	-6	12	9

Records listed above that bear a hit mark in Peg3 promoter.
SMILES | NR2E3 ag-1 | CF NFkB block | Peg3 promoter | TRPM1 prom inh | Shn3 inh set2 | NR2E3 ag-2 | HIF-2a block | EBV LMP1 NFkB
O=c1c(Cl)c(Cl)cnn1Cc1nnc(-c2ccc(Cl)cc2)o1 | . | 80* | 107* | 87* | 65 | 20 | 94* | -82

(continued)
Value order – NR2E3 ag-1	CF NFkB block	Peg3 promoter	C8 TRAIL sens	TRPM1 prom inh	KKLEB cytotox	Shn3 inh set2	iPSC survival up	NR2E3 ag-2	HIF-2a block	EBV LMP1 NFkB
> O=C(CC1S/C(=N/N=C/c2c[nH]c3ccc(OCc4ccccc4)cc23)NC1=O)Nc1ccccc1 (configuration not stated)
  1	-18	7	2	-13	12	-4	-1.5	4	16	7
> COc1ccc(C(c2sc3ncnn3c2O)N2CC(C)OC(C)C2)cc1OC (configuration not stated)
  2	33	-10	15	.	-15	2	-1.3	3	-101	-3
> O=C(COc1cccc(NC(=O)c2cccs2)c1)c1ccc(F)cc1
  1	5	-34	-7	1	-9	20	1.0	-34	-30	-6
> CCS/C(N)=N/N=C/c1cc(C)ccc1O
  1	-8	-168	72*	-55	-11	-77	-5.7	-120	-243	-31
> O=C(CCl)Nc1ccc(-c2ccccc2)cc1
  -1	33	104*	57*	65*	-16	45	-2.7	-1	15	11
> CCOC(=O)C1=C(C)NC(=O)NC1c1ccc(-c2ccccc2F)o1 (configuration not stated)
  -1	3	20	8	10	1	-14	-1.8	-62	4	-2
> Cc1ccc(NC(=O)CNC(=O)c2ccc(C(C)(C)C)cc2)cc1S(=O)(=O)N1CCOCC1
  .	-1	-67	4	-1	8	-1	-1.5	4	-64	-2
> Cc1ccc(NC(=O)COC(=O)Cn2cnc3ccccc32)c([N+](=O)[O-])c1
  1	-9	7	-14	-12	6	2	-0.1	6	14	-2
> Cn1c(=O)c2c(nc(Br)n2CCc2ccccc2)n(C)c1=O
  -2	0	9	2	-13	-1	24	0.0	-16	5	3
> Cc1ccc(S(=O)(=O)NC(CC(=O)O)c2ccco2)cc1 (configuration not stated)
  -2	-5	6	-6	-1	1	3	-1.1	12	-7	1
> COc1ccc(C2CC(c3ccc4ccccc4c3OC(C)=O)=NN2C(=O)/C=C/c2ccccc2)cc1 (configuration not stated)
  3	28	0	-2	1	-4	18	0.1	-12	3	-2

Part of the list above in order of SMILES length, low to high:
Value order – NR2E3 ag-1	CF NFkB block	Peg3 promoter	C8 TRAIL sens	TRPM1 prom inh	KKLEB cytotox	Shn3 inh set2	iPSC survival up	NR2E3 ag-2	HIF-2a block	EBV LMP1 NFkB
> O=C(CCl)Nc1ccc(-c2ccccc2)cc1
  -1	33	104*	57*	65*	-16	45	-2.7	-1	15	11
> Cc1ccc(S(=O)(=O)NC(CC(=O)O)c2ccco2)cc1 (configuration not stated)
  -2	-5	6	-6	-1	1	3	-1.1	12	-7	1
> O=C(CC1S/C(=N/N=C/c2c[nH]c3ccc(OCc4ccccc4)cc23)NC1=O)Nc1ccccc1 (configuration not stated)
  1	-18	7	2	-13	12	-4	-1.5	4	16	7

High-throughput results deposited in PubChem by several laboratories.
